RSV CPE inhibition: inhibition of RSV-induced cytopathic effect – HEp-2 cells, primary 10 µM value included (AID 2391); HEp-2 cells, RSV-induced CPE inhibition; higher % means a stronger effect; CPE inhibition, % at 10 µM; hits with a dose series show IC50 in µM; 310,000 tested, 0.13% active; in the data active = a potency from the dose series; inconclusive = CPE inhibition mostly from about 23% at the one dose, without a potency; inactive = the rest, 99 in 100 with CPE inhibition below about 21%; note: strong numbers were not always called active
West Nile virus CPE: West Nile virus antiviral activity, cell-based, CPE readout (AID 1621); West Nile virus-infected cells, CPE inhibition; higher % means a stronger effect; CPE inhibition, % at 10 µM, or IC50 in µM where a hit was titrated; 290,000 tested, 0.02% active; in the data active = a potency from the dose series; inconclusive = CPE inhibition mostly from about 3.7% at the one dose, without a potency; inactive = the rest, 99 in 100 with CPE inhibition below about 2.2%; note: strong numbers were not always called active
K1F lysis inhibition: protection from phage-mediated lysis, alamar blue read-out – E. coli UTI89, K1F phage, bacterial capsule biogenesis inhibitors (AID 488966). E. coli UTI89 K1F phage lysis, alamar blue, 2 h; higher % means a stronger effect. one-dose inhibition, % at 100 µM; IC50 in µM for titrated hits. 340,000 tested, 0.02% active;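 active = phage lysis inhibition, versus mean bacterial control, above a set limit; inconclusive = no clear call, values can overlap the other calls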;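 note: capsule biogenesis inhibitors block K1F phage lysis so surviving cells raise fluorescence; higher fluorescence means more inhibition of phage lysis; actives were called in the ten point dose series up to 300 µM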
SV40 large T antigen: SV40 large T antigen inhibitors, biochemical (AID 1903); 310,000 tested, 0.39% active; inhibition, % at 20 µM; hits with a dose series show IC50 in µM; SV40 large T antigen ATPase/helicase inhibition assay; higher % means a stronger effect; in the data active = a potency from the dose series; inconclusive = inhibition mostly from about 32% at the one dose, without a potency; inactive = the rest, 99 in 100 with inhibition below about 32%; note: strong numbers were not always called active
AID2073: inhibitors of Mint1-CaV2.2 protein interaction, biochemical, HTRF (AID 2073) | HTRF protein-protein interaction, Mint1-CaV2.2; higher % means a stronger effect | one-dose inhibition, % at 20 µM; IC50 in µM for titrated hits | 290,000 tested, 0.19% active; in the data active = inhibition mostly above about 51%, no sharp cut-off; inconclusive = no clear call, values can overlap the other calls; inactive = mostly below about 53%; note: some results filed as inactive read as strong as hits
NTR1 agonist: NTR1-driven beta-arrestin-GFP spot formation – imaging, U2OS cells, high content, primary screen (AID 493036); activation, % at 20 µM; 330,000 tested, 0.17% active; agonist mode;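 active = activation at or above 40% of the spot to cytoplasm intensity ratio, with at least 20 cells analyzed; inconclusive = wells under 20 cells, flagged as cytotoxic or low count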;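 note: 0% = DMSO without peptide and 100% = 100 nM NTR1 peptide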
Target sequence (P30989 whole entry, looked up): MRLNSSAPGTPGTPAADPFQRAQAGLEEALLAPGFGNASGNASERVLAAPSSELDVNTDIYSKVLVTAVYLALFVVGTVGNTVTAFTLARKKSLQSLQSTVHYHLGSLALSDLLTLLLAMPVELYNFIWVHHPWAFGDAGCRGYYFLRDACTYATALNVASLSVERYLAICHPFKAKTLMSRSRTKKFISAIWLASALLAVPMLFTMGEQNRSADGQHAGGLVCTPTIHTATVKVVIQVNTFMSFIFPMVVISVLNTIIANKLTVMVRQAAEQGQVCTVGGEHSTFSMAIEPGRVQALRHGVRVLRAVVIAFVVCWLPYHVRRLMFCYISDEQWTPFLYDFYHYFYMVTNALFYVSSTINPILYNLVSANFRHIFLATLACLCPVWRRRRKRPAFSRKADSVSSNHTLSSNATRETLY
Rac1 GTP hydrolysis: MgcRacGAP GTPase-activating activity inhibitors, confirmation, biochemical, ADP Hunter fluorescence | AID 624330 | 340,000 tested, 0.6% active | MgcRacGAP-stimulated Rac1 GTP hydrolysis, ADP Hunter fluorescence; higher % means a stronger effect; GST-tagged Rac1 F28L mutant substrate | inhibition, % at 30 µM, or IC50 in µM where a hit was titrated;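 active = first-screen hits whose inhibition reached a set limit at any dose in the follow-up dose series; inconclusive = inhibition above the set first-screen limit but never retested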;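 note: fluorescence reports GDP produced by GAP-driven GTP hydrolysis; strong numbers were not always called active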
NS5 inhibitors: Dengue-2 NS5 methyltransferase inhibitors, primary screen, biochemical, confirmation dose response (AID 588689) | Dengue-2 NS5 methyltransferase capping enzyme assay, biochemical; higher % means a stronger effect | 340,000 tested, 0.3% active | inhibition, % at 25 µM, or IC50 in µM where a hit was titrated; in the data active = a potency from the dose series; inconclusive = inhibition above about 29% without an active follow-up result
SIAH1 antagonists: Siah-1 peptide-binding antagonists, primary screen, biochemical, fluorescence polarization, rhodamine-plectin, uHTS (AID 1817) | Siah-1 / rhodamine-plectin peptide fluorescence polarization; higher % means a stronger effect | one-dose displacement, % at 20 µM; IC50 in µM for titrated hits | 290,000 tested, 0.02% active;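 active = displacement of at least 50% at 20 µM, with a fluorescence ratio check between 0.3 and a set limit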;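 note: plate controls were Siah plus tracer with DMSO for no effect and tracer alone without Siah for full effect; strong numbers were not always called active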
NTR1 agonist cell count 20 µM: further read-out of NTR1 agonist, marked with its call; cell count; measured here: cell count, cytotoxicity flag
NS5 inhibitors pilot replicate: recorded beside NS5 inhibitors, whose call it bears; inhibition, %; measured here: pilot screen replicate inhibition
The depositor's hits bear a star; i = inactive; ? = inconclusive; nt = no result given; [ ] = dose if it differs, or a comment.

SMILES | RSV CPE inhibition | West Nile virus CPE | K1F lysis inhibition | SV40 large T antigen | AID2073 | NTR1 agonist | NTR1 agonist cell count 20 µM | Rac1 GTP hydrolysis | NS5 inhibitors | SIAH1 antagonists | others
COc1ccc(N(C)C(=O)c2cc3c(s2)-c2ccccc2S(=O)(=O)C3)cc1 | 12.5% | -0.3% | 0.1% | 2.0% | 5.3% | 0.5 | 49 | 7.8% | -10.3% | 5.3%
O=C1CCC(=O)N1CCCCCc1nc(-c2ccccc2)no1 | 1.4% | 1.1% | 0.0% | 4.7% | -1.7% | -0.2 | 56 | 0.3% | -4.2% | 2.7%
O=C(CCC1CCCC1)N1CCN(C(=O)c2cccnc2)CC1 | -1.0% | 1.9% | -0.1% | 3.1% | 0.5% | -1.3 | 85 | -4.7% | -5.7% | -2.9%
O=C(Nc1ccccc1N1CCOCC1)C1=NN(c2ccccc2)C(=O)CC1 | nt | nt | 1.0%[50 µM] | nt | nt | 4.3 | 75 | 5.0% | 0.0% | nt
CN(CC(=O)Nc1ccc(OC(F)(F)F)cc1)C(=O)Cc1ccc2c(c1)CCC2 | nt | nt | 0.4%[50 µM] | nt | nt | 1.6 | 54 | 1.8% | -7.3% | nt
CCn1c(SCC(=O)N2CCCC(C)C2)nnc1-c1ccc(S(=O)(=O)N2CCN(C)CC2)cc1 (stereo not drawn) | 1.2% | -0.2% | 0.3% | 10.8% | 0.2% | -3.7 | 89 | 5.3% | -3.0% | 0.3%
CC(=O)n1cc([C@@H]2C=C(C(=O)N3CCOCC3)O[C@H](OCc3ccc(CO)cc3)C2)c2ccccc21 | 3.0% | 0.2% | 0.2% | 7.0% | 0.3% | 4.9 | 60 | 7.4% | -4.9% | -1.0%
COc1cc(NC(=O)COC(=O)Cc2ccc(-c3ccccc3)cc2)cc(OC)c1 | 2.8% | -0.1% | -1.1% | 5.4% | 8.2% | 2.7 | 40 | 0.9% | -5.1% | -10.5%
Cc1ccc(-c2ccc(=O)n(Cc3ccc(F)cc3)n2)cc1 | 5.3% | 0.9% | 1.5%[50 µM] | 7.0% | 23.3% | 3.9 | 88 | 6.6% | -8.5% | 1.2%
C=CCNC(=O)/C(=C/c1cccc([N+](=O)[O-])c1)NC(=O)c1ccccc1 | 0.2% | -0.5% | -0.1% | 7.2% | 5.0% | 1.4 | 47 | 2.3% | -5.1% | 2.6%
CCOC(=O)C1(C(F)(F)F)N=C(C(F)(F)F)Nc2cc(C)c(C)cc21 (stereo not drawn) | 2.2% | -1.1% | 1.9% | 5.6% | 7.0% | 4.5 | 50 | -7.4% | -0.7% | 4.3%
O=C(Nc1ncc(Cc2ccccc2Cl)s1)c1ccc(-c2cccc([N+](=O)[O-])c2)o1 | 16.5% | -0.2% | -0.1% | 11.3% | 7.3% | 3.7 | 99 | 10.8% | -7.1% | -0.2%
Fc1ccc2c(c1)C(c1cccnc1)=NNC(c1cccs1)=N2 | 2.0% | -1.6% | 3.8% | 4.0% | -0.3% | -0.6 | 63 | 7.3% | -1.5% | 4.0%
COC(=O)c1ccc(C2c3c(n[nH]c3C)C(=O)N2c2ccc(C)cc2)cc1 (stereo not drawn) | 19.3% | -0.1% | -0.3% | 5.4% | -4.5% | 0.3 | 64 | 8.3% | -3.5% | -2.5%
Cc1c(C(=O)O)sc2nc(C)n(C)c(=O)c12 | 0.0% | 0.0% | 0.6% | 1.5% | 32.8% | 2.9 | 57 | 3.7% | 2.0% | -0.8%
CN(C)C(=S)Nc1cccc(C(F)(F)F)c1 | 0.8% | -0.3% | 0.5% | 2.1% | -15.4% | 3.1 | 64 | 9.2% | -3.1% | 1.1%
CN(C)C(CNC(=O)Nc1cccc(Cl)c1)c1cccnc1 (stereo not drawn) | 0.8% | -0.2% | -0.1% | 8.9% | -10.9% | -0.5 | 90 | 9.0% | -4.7% | -1.8%
COc1ccc(-c2noc(C3CCCN(C(=O)c4cccc(C)c4)C3)n2)cc1 (stereo not drawn) | 4.7% | -1.9% | 1.0% | -5.6% | 9.7% | 0.0 | 68 | 13.7% | 1.2% | -5.1%
Cc1cc(C(=O)Cn2cc(C(F)(F)F)ccc2=O)c(C)n1-c1ccccc1 | 2.8% | -1.5% | 0.6%[50 µM] | 8.8% | 12.9% | 3.7 | 69 | 7.5% | -0.6% | 2.1%
CCOc1cccc(CN2CCC(N3CCC(C(=O)NCC4CCCO4)CC3)CC2)c1 (stereo not drawn) | -0.7% | -0.1% | 0.1% | 9.4% | 1.1% | 0.4 | 63 | -1.4% | -4.6% | 7.9%
COc1cc2c(cc1OC)C(c1cc3ccccc3oc1=O)=NC(C)(C)C2 | 2.9% | 1.0% | -0.3% | 6.9% | 18.7% | 2.1 | 48 | 14.6% | 2.2% | 0.2%
CCN(CC(=O)Nc1ccccc1C(F)(F)F)C(=O)c1oc2ccc(OC)cc2c1C | 4.8% | nt | 1.1%[50 µM] | 7.4% | nt | 0.4 | 94 | 1.1% | 5.8% | nt
CCN(CC)S(=O)(=O)c1cccc(NC(=O)COC(=O)/C=C/c2ccco2)c1 | 0.8% | 2.1% | -0.2%[50 µM] | 27.8% | 40.0% | 0.7 | 37 | 2.9% | 1.3% | 30.2%
COCCCn1c(SCC(=O)Nc2ccc(NC(=O)c3ccco3)c(OC)c2)nc2ccccc2c1=O | 3.3% | 0.6% | 0.0% | 5.8% | 19.3% | 3.5 | 54 | 7.5% | -1.6% | 5.5%
Cc1cc(C(=O)N(C)CC(=O)Nc2cccc(F)c2)no1 | 0.5% | nt | 1.1%[50 µM] | 19.6% | nt | -1.7 | 54 | 3.3% | -2.2% | nt
Cn1c2ccc(F)cc2c2nnc(SCC(=O)Nc3cccc(O)c3)nc21 | 0.2% | -0.8% | 0.0% | 9.5% | -1.4% | 3.0 | 63 | -0.8% | -1.3% | -3.0% | NS5 inhibitors pilot replicate=-6.7
COc1ccccc1NC(=O)Cc1noc(CSc2cccc[n+]2[O-])n1 | 1.7% | 0.1% | 0.5%[50 µM] | 0.9% | 2.0% | -0.8 | 62 | 7.0% | -15.7% | 1.1%
Cc1nonc1CN(C)C(=O)CC1C(=O)NCCN1Cc1c(F)cccc1Cl (stereo not drawn) | 0.4% | 0.1% | -2.5% | 10.2% | 13.0% | 0.6 | 54 | 11.4% | 0.0% | 3.2%
O=C(CCc1c[nH]c2ccccc12)NCc1cccc(Cl)c1 | 1.2% | 0.5% | -0.1% | 2.5% | -6.1% | 0.5 | 53 | 6.9% | 6.5% | 1.8%
O=C(OCC#CCSc1nnc(-c2cccc3ccccc23)o1)c1ccco1 | 4.3% | 0.1% | 0.2% | 2.7% | 2.2% | 1.1 | 75 | 9.5% | -2.0% | 7.6%
COc1cccc(C2CC(C(F)(F)F)n3nc(C(=O)NCc4cccnc4)cc3N2)c1 (stereo not drawn) | 1.0% | -0.9% | -0.2% | 5.7% | 2.0% | -0.2 | 41 | 6.8% | 0.7% | 1.4%
CCc1nnc(NC(=O)Cc2cc(OC)c(OC)c(OC)c2)s1 | 1.4% | 0.0% | -6.0% | 8.5% | 6.1% | -0.8 | 62 | 3.1% | -3.7% | -0.1%
CCCCOc1ccc(C(=O)N(Cc2ccco2)C2CCS(=O)(=O)C2)cc1 (stereo not drawn) | 9.7% | -0.1% | 0.6% | 11.3% | -4.3% | 0.1 | 71 | 16.6% | -6.2% | 9.3%
c1cnn(-c2cc(N3CCOCC3)ncn2)c1 | 1.0% | -0.2% | 0.4% | 6.5% | 9.8% | 0.9 | 74 | 6.2% | 0.0% | -1.9% | NS5 inhibitors pilot replicate=-3.6
CC(=O)N1c2ccc(S(=O)(=O)NCCC(=O)Nc3cccc(Cl)c3)cc2CC1C (stereo not drawn) | 1.7% | 1.0% | -0.2% | 3.2% | 8.5% | -0.1 | 66 | -7.6% | -3.5% | 1.7%
COc1ccccc1NC(=S)NCc1ccccc1 | 0.8% | 0.0% | -0.1% | 6.4% | 5.7% | 2.9 | 65 | 10.6% | -6.3% | 0.0%
CN(C)/C=C/C(=O)/C=C/c1cn(-c2ncc(C(F)(F)F)cc2Cl)c2ccccc12 | 6.9% | 0.3% | 0.3% | 7.6% | 19.8% | 1.8 | 45 | 4.7% | -40.1% | 4.5%
CC1CN(C(=O)C(C)N2C(=O)c3ccccc3C2=O)CC(C)O1 (stereo not drawn) | 1.5% | nt | 1.3% | 1.9% | -3.4% | -0.8 | 65 | 9.0% | 0.0% | -1.7%
C/C(=N\NC(=O)CSc1nc2ccccc2[nH]1)c1ccncc1 | 3.1% | 0.4% | i | 5.7% | -1.1% | 1.5 | 55 | 6.0% | -1.4% | -2.3%
COCCNC(=O)Nc1ccc2nc(-c3ccco3)c(-c3ccco3)nc2c1 | 1.8% | -0.2% | 0.0% | >100µM* | 90.4% | 3.2 | 65 | ? | 27.9µM* | 48.7%
O=c1[nH]c(CN2CCN(c3ncccn3)CC2)nc2c(Br)cc(Br)cc12 | 4.5% | -0.4% | 0.3% | 25.7% | 39.1% | 2.1 | 70 | 11.0% | -7.2% | 1.9%
CC(=O)/C=C/n1c(=S)oc2ccccc21 | -1.6% | -1.2% | nt | 13.9% | -33.4% | nt | nt | nt | nt | 3.8%
O=S(=O)(c1cc(F)ccc1F)N1CCC2(CC1)OCCN2S(=O)(=O)c1cccs1 | 8.8% | nt | -0.2%[50 µM] | 14.6% | nt | 1.4 | 61 | 7.2% | 5.1% | nt
CCOc1cc2c(C#N)c(N3CCOCC3)nc(N)c2c(N)n1 | 1.0% | 0.3% | 0.6% | 0.7% | 23.5% | 0.5 | 41 | 8.9% | 18.8% | 3.4%
CCCCCN(C(=O)CCC(=O)OC(C)C(=O)NCc1ccccc1)c1c(N)n(CCCC)c(=O)[nH]c1=O (stereo not drawn) | 2.3% | nt | -0.7%[50 µM] | 9.6% | nt | 1.4 | 63 | 3.6% | 0.7% | nt
Cc1cc(O)c(C(=O)c2ccccc2C(=O)O)cc1C | 2.1% | 0.1% | -0.2% | 6.3% | -1.7% | -1.0 | 69 | 1.8% | -1.4% | -1.9%

Source: PubChem (several laboratories)
